Assay outcomes deposited in PubChem by National Center for Advancing Translational Sciences (NCATS).
Tb PYK inh = inhibitors of Trypanosoma brucei pyruvate kinase. Q57TT1. Potency, µM (highest dose often 76.8 µM), for the others: top-dose activity, negative = inhibition, hits mostly inhibitors. 410,000 compounds, 0.12% hits. TbPYK enzyme, Kinase-Glo Plus ATP luminescence, 45 min. AID 624173; active = well fitted inhibition curve with a large enough effect; inconclusive = small, poorly fitted or top-dose-only effect; also: nearly all actives have a fitted effect of over 50% in size
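Screened from lowest to highest concentration, compounds were pinned into TbPYK/substrate mixtures, and ADP (130 uM final) was added. Plates sat at room temperature for 45 min prior to Kinase-Glo Plus detection by luminescence.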
An asterisk follows results filed as active; ? = inconclusive; [ ] = remark or other dose. % is scaled to controls: 0 for no effect and ±100 for the full control effect; potency is read from the fitted curve at half-maximal effect.

| structure | Tb PYK inh |
| --- | --- |
| COc1cc2c(cc1OC)C(COc1ccccc1OC)N(C(=O)c1ccccc1OC)CC2 (stereo not drawn) | -4% |
| COc1ccccc1Nc1nc(-c2ccc([N+](=O)[O-])cc2)nc2ccccc12 | 0% |
| CC(C)Cc1nn2c(=O)cc(COC(=O)c3cccc(NC(=O)c4cccs4)c3)nc2s1 | 0% |
| COc1ccc(C(=O)N2CCOC2CNC(=O)C(=O)NCc2ccccn2)cc1 (stereo not drawn) | -12% |
| Cc1cc2nc(-c3ccc(F)cc3)c(Cc3ccsc3)n2c(C)c1Br | 3% |
| COC(=O)C[C@H]1C[C@@H]2c3cc(NC(=O)Nc4ccc(F)cc4)ccc3O[C@@H]2[C@@H](CO)O1 | 1% |
| CCCCOC(=O)c1ccc(NC(=O)c2cc3c(=O)n4cccc(C)c4nc3n2C)cc1 | 6% |
| COc1ccc(CN(C(=O)c2ccc(OCC(C)C)cc2)C2CCS(=O)(=O)C2)cc1 (stereo not drawn) | 2% |
| Cc1csc(NC(C)c2nc3cc(Cl)c(N4CCCCC4)cc3n2CCOCCO)n1 (stereo not drawn) | -6% |
| Cc1ccc(S(=O)(=O)N2C[C@@H](C)[C@]3(C2)[C@H](O)[C@H](OC(=O)Nc2cccs2)C[C@H]2C(=O)N(c4ccccc4)C(=O)[C@H]23)cc1 | -15% |
| CC(C)OCCCNC(=O)Cn1c(-c2cccs2)cc2cc(F)ccc21 | -2% |
| CCOc1ccccc1NC(=O)Cn1c(=O)n(-c2cccc(C)c2)c(=O)c2c1c1cc(OC)ccc1n2C | 5% |
| Cc1ccc(Nc2c(-c3cccc(Cl)c3)nc3cccc(C)n23)cc1 | -3% |
| CCn1cc(C(=O)NC2CCCC2)c(=O)c2cc(S(=O)(=O)N3CCOCC3)ccc21 | -1% |
| CC(=O)c1ccc(NC(=O)CSc2nc(=O)n(Cc3ccccn3)c3c2CCC3)cc1 | 1% |
| COc1ccc(C2CC(=O)N(Cc3ccccc3)c3c2c(C)nn3-c2nc(C)cc(C)n2)c(OC)c1 (stereo not drawn) | -8% |
| COc1ccc(NC(=O)C2CCCN(S(=O)(=O)c3ccc4[nH]c(=O)ccc4c3)C2)cc1Cl (stereo not drawn) | 4% |
| Cc1cc(C)cc(NC(=O)C2CCC(CNS(=O)(=O)c3ccc4c(c3)C(C)(C)C(=O)N4C)CC2)c1 (stereo not drawn) | 1% |
| CCOc1ccc(-c2c(C)nn3c(C)c(C(=O)Nc4ccccc4C(=O)OC)cnc23)cc1OCC | -4% |
| CCOC(=O)c1ccn(-c2nc(-c3cccc(OC)c3)cc(C(F)(F)F)n2)n1 | 1% |
| Cc1cccc(C(=O)Nc2ccc3oc(-c4cccc5c(Br)cccc45)nc3c2)c1 | 3% |
| O=C(c1ccc(Br)s1)N(Cc1cccnc1)c1nc2ccc(F)cc2s1 | -3% |
| Cc1ccc(S(=O)(=O)Nc2ccc3c(c2)C(=O)N([C@@H](C)CO)C[C@@H](C)[C@@H](CN(C)C(=O)NC2CCCCC2)OCCCC[C@H](C)O3)cc1 | 8% |
| O=C1c2ccccc2C(=O)N1C1C=CC=CC=C1 | ? |
| CCCCCCC(O)C/C=C\CCCCCCCC(=O)O (stereo not drawn) | 5% |

Reformatted: entries from further up.
smiles: COc1ccc(CN(C(=O)c2ccc(OCC(C)C)cc2)C2CCS(=O)(=O)C2)cc1 (stereo not drawn)
  Tb PYK inh: 2%
smiles: Cc1csc(NC(C)c2nc3cc(Cl)c(N4CCCCC4)cc3n2CCOCCO)n1 (stereo not drawn)
  Tb PYK inh: -6%
smiles: Cc1ccc(S(=O)(=O)N2C[C@@H](C)[C@]3(C2)[C@H](O)[C@H](OC(=O)Nc2cccs2)C[C@H]2C(=O)N(c4ccccc4)C(=O)[C@H]23)cc1
  Tb PYK inh: -15%
smiles: CC(C)OCCCNC(=O)Cn1c(-c2cccs2)cc2cc(F)ccc21
  Tb PYK inh: -2%

Following part:
| structure | Tb PYK inh |
| --- | --- |
| CC(NCC(=O)Nc1ccccc1C(=O)NC1CC1)c1ccc(Cl)cc1 (stereo not drawn) | -20% |
| Brc1ccc(Br)c2cnccc12 | 1% |
| CC1(C)N=C(N)N=C(N)N1c1cc(Cl)ccc1Cl | -5% |
| O=C(NCCN1CCC(n2c(=O)[nH]c3ccccc32)CC1)c1ccccc1C(F)(F)F | -3% |
| CCc1ccccc1-n1c(C)nc2cc(C(=O)NCCc3ccc(Cl)cc3)ccc21 | 1% |
| COc1ccc(NCc2cccn2-c2nnc(N3CCOCC3)s2)cc1OC | -8% |
| Cc1cccc(N2C(=O)CSC23C(=O)N(CC(=O)NCCc2ccccc2)c2ccccc23)c1 (stereo not drawn) | 1% |
| Cc1ccc(C(=O)c2oc3ccccc3c2NC(=O)COc2ccc(Cl)c(C)c2)cc1 | 0% |
| COC(=O)c1ccc2nc(-c3cccc(Cl)c3)c(Cc3ccccc3OC)n2c1 | 1% |
| CCOC(=O)N1CCc2c(sc3c2c(=O)n(Cc2ccccc2)c(=O)n3CC(=O)Nc2ccc(C)cc2C)C1 | 3% |
| O=C(O)c1c2c(nc3ccc(S(=O)(=O)N4CCC(C(=O)NCc5ccccc5)CC4)cc13)CCCC2 | -9% |
| CCCCc1nn2c(=O)cc(COC(=O)COc3ccc(C)cc3)nc2s1 | -4% |
| Cc1ccc(NC(=O)CSc2nc3ccccc3n2CC(=O)N(C)C2CCCCC2)cc1C | 11% |
| Cc1cc(C)c(NC(=O)C(C)n2nnc3sc(-c4ccccc4)cc3c2=O)c(C)c1 (stereo not drawn) | -15% |
| CC(C)NC(=O)c1ccccc1NC(=O)c1nsc2ccccc12 | -1% |
| Cc1ccc(C)c(S(=O)(=O)c2nnn3c2nc(Nc2ccc(C)c(C)c2)c2sccc23)c1 | 0% |
| Fc1ccc(-c2ccc3c(c2)C2CC3CCN2Cc2ccc3c(c2)OCO3)cc1 (stereo not drawn) | 8% |
| CCN1CCN(CCNC(=O)c2ccc3c(c2)NC(=O)/C(=C\c2cccc(Cl)c2)S3)CC1 | -2% |
| CCC1(C)Cc2c(sc3c2c(=O)n(C)c2nnc(SCC(=O)c4ccccc4)n32)CO1 (stereo not drawn) | 2% |
| COc1ccc(CN2[C@@H](CC(C)=O)c3ccc(/C=C/C(C)=O)cc3S2(=O)=O)cc1 | -2% |
| CC(NC(=O)c1cc2ccccn2n1)c1ccccc1 (stereo not drawn) | -1% |
| COc1ccccc1N1CCN(S(=O)(=O)c2c(C)sc3ncn(CC(=O)Nc4ccc(C)cc4Br)c(=O)c23)CC1 | 0% |
| CC1(C)OC(=O)C2=C(C[C@@H](C3CCCC3)O[C@H]2c2ccc(Cl)cc2)O1 | 1% |
| CN(C)CCCC1Sc2ccccc2Sc2ccccc21 (stereo not drawn) | -6% |
| Cc1ccc(Cn2ccnc2SCC(=O)Nc2ccccc2C(F)(F)F)cc1 | -1% |

Going on with the list:
| structure | Tb PYK inh |
| --- | --- |
| CC12CC3CC1C(C(=O)O2)C3C(=O)O (stereo not drawn) | -3% |
| CCc1cccc(NC(=O)Cn2ncc3c([nH]c4ccc(C)cc43)c2=O)c1 | 2% |
| Cc1nc(-c2ccc(Cl)cc2)sc1CCNC(=O)c1ccc(C(F)(F)F)cc1 | -1% |
| Cc1ccccc1OCc1ccc(-c2nc(C#N)c(N3CCC(C(N)=O)CC3)o2)o1 | -3% |
| CC(=O)c1ccc(NC(=O)c2nc(-c3ccccc3)n(-c3ccccc3Cl)n2)cc1 | -7% |
| CSc1ccc2c(c1)C(N1CCN(C)CC1)Cc1ccc(F)cc1S2 (stereo not drawn) | 0% |
| Cc1c(Cl)cccc1NC(=O)CN1C(=O)COc2ccc(S(=O)(=O)N3CCCCCC3)cc21 | 6% |
| COc1ccc(C2Oc3nc(SC)nnc3-c3ccccc3N2C(C)=O)cc1 (stereo not drawn) | 6% |
| CC1(C(=O)NCc2cccc(Cl)c2)Cc2c(-c3cccc(C(N)=O)c3)ccnc2O1 (stereo not drawn) | -1% |
| Cc1ccc2onc(CC(=O)N3CCN(c4ccccc4F)CC3)c2c1 | -5% |
| O=C(NCc1ccc(F)cc1)c1cc(C2CCCCN2C(=O)c2ccc(Cl)cc2)on1 (stereo not drawn) | 1% |
| COc1ccc(NC(=O)c2sc3nc(C)c(C(=O)Nc4ccc(C)cc4C)c(-c4cccs4)c3c2N)cc1 | -7% |
| COc1cc(OC)c(Nc2c3c(nc4nc(-c5cccs5)nn24)CCCC3)cc1Cl | 7% |
| C#Cc1cccc(Nc2nc(NCCOC)nc3ccsc23)c1 | -7% |
| Cc1cc(C)c(OCC(=O)Nc2cccc(-c3nc4ncccc4o3)c2)c(Br)c1 | 0% |
| COc1cc(-c2cc[n+](C)cc2)ccc1O | -2% |
| C#CC(C)(CC)NC(=O)Cn1nnc(-c2ccc(OCc3c(F)cccc3Cl)cc2)n1 (stereo not drawn) | -4% |
| COc1ccc(C(O)c2ncc(-c3cccc(OC)c3)[nH]2)cc1 (stereo not drawn) | 2% |
| CCN(CC)CCOC(=O)c1ccc(NC(=O)c2nn(-c3ccc(C)cc3)c(=O)c3c2c2ccccc2n3C)cc1 | 3% |
| CCCCN1C(=O)C(CC(=O)NCCc2ccccn2)CC(C(=O)N(CC)CC)=C1C (stereo not drawn) | 8% |
| COc1ccc(NC(=O)CSC2=Nc3ccccc3C3=NC(CCC(=O)NCc4ccc(F)cc4)C(=O)N23)cc1Cl (stereo not drawn) | 0% |
| CC(=O)Oc1ccc2c(c1)CCC1C2CCC2(C)C(OC(C)=O)CCC12 (stereo not drawn) | -4% |
| Cc1cc(C)n(-c2ccc(C(=O)N3CCN(S(=O)(=O)c4cccc(Br)c4)CC3)cc2)n1 | -4% |
| Cc1ccc(NS(=O)(=O)c2ccc(NC(=O)c3ccc(-c4ccccc4)cc3)cc2)c(C)c1 | -15% |
| COC(=O)c1ccccc1NC(=O)COC(=O)Cc1ccc(S(=O)(=O)N2CCOCC2)s1 | -7% |

More compounds:
| structure | Tb PYK inh |
| --- | --- |
| O=C(Nc1ccccc1)Nc1nnc(SCC(=O)N2CCCCC2)s1 | -9% |
| Cc1cc2oc(C(=O)Nc3ccc(S(=O)(=O)N4CCCCCC4)cc3)cc(=O)c2cc1C | 3% |
| COc1ccc(C)cc1Nc1c2c(nc3nc(-c4cccs4)nn13)CCCC2 | 3% |
| O=C(CC(CC(=O)c1ccccc1)c1ccncc1)c1ccccc1 | -2% |
| COc1cc(C(=O)N2CCN(S(=O)(=O)c3ccc(C)cc3)CC2)ccc1OCC(=O)N1CCOCC1 | 0% |
| O=S(=O)(c1cccc(C(F)(F)F)c1)n1c(/C=C/c2ccccc2)nc2ccccc21 | -4% |
| Cc1nn(CC(=O)NCc2ccc(F)cc2)c2ccccc12 | 0% |
| CCOC(=O)CNC(=O)N1Cc2ccc(Br)cc2-n2nncc2C1 | 6% |
| O=C1c2ccccc2S(=O)(=O)c2cc(C(=O)N3CCC(O)CC3)ccc21 | -3% |
| COc1ccc(CNS(=O)(=O)c2ccc(F)c(C(=O)Nc3c(C)cc(C)cc3C)c2)cc1 | 1% |
| CCc1cccc(NC(=O)Cn2c(=O)n(CC(=O)NCCc3ccccc3)c(=O)c3ccccc32)c1 | 6% |
| Cc1cc(C)cc(NS(=O)(=O)c2ccc3c(c2)CCCN3C(=O)C2CCC2)c1 | 0% |
| CCn1c(CN2CCOCC2)nc2cc(NC(=O)c3ccccc3[N+](=O)[O-])ccc21 | 1% |
| CCN(C(=O)c1cnc2ccc(C)cn2c1=O)c1ccccc1 | -10% |
| COc1ccc(CC(=O)Nc2nc(OCC(F)(F)F)cnc2-c2ccc(Cl)cc2Cl)cc1 | -1% |
| CCOc1ccc2c(c1)c(=O)c(S(=O)(=O)c1ccc(Cl)cc1)cn2Cc1ccccc1C | -1% |
| C[C@@H]1CCCCO[C@@H](CN(C)Cc2ccncc2)[C@@H](C)CN([C@H](C)CO)C(=O)c2cc(NC(=O)c3ccccc3)ccc2O1 | 3% |
| CC(C)C[C@H]1CN(CCCC[C@H]2CNC(=O)C(=O)N2CCc2ccccc2)C(=O)C(=O)N1Cc1ccccc1 | 3% |
| CCOC(=O)[C@]12Cc3ccccc3[C@H]1N(CCC(=O)OC)C(=O)c1cc(OC)ccc12 | 6% |
| CCCCNC(=O)C1(C)CCN1C(=O)c1cc(-c2ccccc2)cs1 (stereo not drawn) | -1% |
| CC(C)(C)CNC(=O)c1cc2c(Br)ccc(Br)c2nc1N | -2% |
| O=C(Cc1ccc(Cl)cc1)Nc1cccnc1Cl | -15% |
| COc1ccc(OC)c2sc(N(Cc3cccnc3)C(=O)c3ccco3)nc12 | -4%[15.4 µM] |
| CCOC(=O)c1ccccc1NC(=O)Cn1ncc2c1-c1ccccc1OC2 | 0% |
| COc1ccc(/C=C/c2nc(C#N)c(N3CCN(c4ccccc4)CC3)o2)cc1OC | 6% |

Later entries
| structure | Tb PYK inh |
| --- | --- |
| COc1cccc(C(=O)c2sc(Nc3ccc(F)c(Cl)c3)nc2N)c1 | 1% |
| Cc1oc2cc3oc(=O)c(CCC(=O)N4CCCCC4)c(C)c3cc2c1C | 3% |
| CN(Cc1ccccc1)C(=O)Cn1nnc(-c2ccccc2)c1COc1ccccc1 | -1% |
| CCOC(=O)c1cc2c(=O)n3ccccc3nc2n(CC2CCCO2)c1=NC(=O)c1ccccc1OCC (stereo not drawn) | 0% |
| CCOC(CNCc1cc(C)c2[nH]c3ccccc3c2c1C)OCC | -10% |
| c1ccc(N2CC[C@@]3(CCCNC3)C2)nc1 | -9% |
| CC(=O)c1cccc(Nc2cc(C)nc3nc(Cc4ccccc4)nn23)c1 | -3% |
| COc1ccc2c(c1)CCc1c(C(=O)Nc3cc(OC)c(Cl)cc3OC)noc1-2 | 2% |
| O=C(NCc1ccncc1)[C@@H]1CCCN1C(=O)[C@@H]1CCCN1C(=O)c1c(F)cccc1F | 1% |

Not all compounds are listed; rates above refer to the full screens.
